# Assay outcomes (PubChem)
# CDK5 inh = inhibitors of human CDK5/p35 kinase. Q00535+Q15078. Recombinant CDK5/p35, ADP-Glo luminescence, 60 min. inhibition, % at 10 µM. 330,000 compounds, 0.01% hits. AID 488839;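 active means highest replicate inhibition of at least 50% and at least 75% of replicates reaching 50%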;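 further: plate controls were DMSO neutral control for no effect and GW8510 at 10 µM for full effect; many of its hits are not listed in these tables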
# HTR5A inv ag = HTR5A inverse agonism, opioid heterodimer counter-screen; inhibition, % at 9.3 µM; HTR5A cell line, luminescence; P47898; 340,000 compounds, 0.083% hits; in the data active means inhibition mostly above about 23%, no sharp cut-off; inactive means mostly below about 18%;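 further: 0% = cells with DMSO and 100% = no-cell wells with DMSO; some compounds called inactive have numbers as strong as hits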
# Target sequence (P47898 whole entry, looked up): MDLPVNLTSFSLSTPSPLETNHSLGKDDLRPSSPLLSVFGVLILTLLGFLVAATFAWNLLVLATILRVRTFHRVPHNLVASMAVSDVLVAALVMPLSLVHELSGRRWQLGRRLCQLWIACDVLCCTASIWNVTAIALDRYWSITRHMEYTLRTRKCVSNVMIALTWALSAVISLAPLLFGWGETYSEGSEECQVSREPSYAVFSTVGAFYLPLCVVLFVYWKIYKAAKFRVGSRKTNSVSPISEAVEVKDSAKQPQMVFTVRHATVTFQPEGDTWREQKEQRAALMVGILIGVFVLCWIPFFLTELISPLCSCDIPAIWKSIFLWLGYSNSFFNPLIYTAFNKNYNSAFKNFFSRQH
# Tat export inh = inhibitors of E. coli Tat protein transport | E. coli MC4100 TorA-mCherry Tat export, fluorescence | 340,000 compounds, 0.036% hits | inhibition, % at 10 µM;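 active means mean replicate inhibition at least 50% and at least half of replicates individually reaching 50%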;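 further: exported cargo escapes ClpAP degradation while cytoplasmic cargo is degraded and loses fluorescence; 0% = median of neutral control wells and 100% = median of NaSCN control wells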
# PKA-R2B activ = activates the human PKA-R2B holoenzyme complex. AID 504700. activation, % at 11.4 µM. P22694+P31323. 340,000 compounds, 0.079% hits. PKA-R2B holoenzyme dissociation, Cy5-IP20 fluorescence polarization; R2B truncated from residue 108, S112A mutant; 0% DMSO only, 100% 113 µM cGMP;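 active means activation above a cutoff set at the mean over all compounds plus 3 SD, cut at about 18% in these data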;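 further: higher means more holoenzyme dissociation and a rise in polarization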
# PKA-R1A activ = activates the PKA-R1A holoenzyme complex. PKA-R1A dissociation, Cy5-IP20 fluorescence polarization; scaled: DMSO 0%, 113 µM cGMP 100%. activation, % at 11.4 µM. 340,000 compounds, 0.083% hits. AID 504707;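 active means percent activation above the mean of all tested compounds plus 3 SD, cut at about 19% in these data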;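 further: higher means more PKAc released from R1A so a rise in polarization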
# Mot1-301 SUMO = SUMOylation pathway inhibition by Mot1-301 growth rescue. S. cerevisiae Mot1-301 growth rescue, ATP luminescence, 38.5C; percent above DMSO median, 100 means doubled. growth rescue, % at 18.8 µM. 320,000 compounds, 1% hits. AID 2716;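 active means every valid replicate shows activation above 250% relative to neutral control wells; inactive means the rest, any valid replicate at or below 250%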;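 further: OY570 slx delta 5 strain wells were the positive control but not used for scaling; some compounds called inactive have numbers as strong as hits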
# AddAB inh = less growth of phage-infected E. coli with AddAB; E. coli expressing H. pylori AddAB, absorbance growth; inhibition, % at 11.9 µM; 330,000 compounds, 0.29% hits; in the data active means inhibition above about 12%;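 further: 0% = vehicle wells of infected cells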
# phage Ecoli inh = E. coli growth loss with phage present. growth absorbance. inhibition, % at 11.9 µM. 360,000 compounds, 0.26% hits. AID 651602; in the data active means inhibition above about 11%
# HTR5A ag = counter-screen for OPRM1-OPRD1 agonists: human HTR5A agonism. P47898. HTR5A agonist assay, luminescence, cell-based. activation, % at 9.3 µM. 340,000 compounds, 0.61% hits. AID 504692; in the data active means activation mostly above about 9.5%, no sharp cut-off; inactive means mostly below about 7.6%;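 further: 0% = cells with vehicle only and 100% = reference agonist; strong numbers were not always called active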
# Ecoli viability = bacterial growth inhibition, counter-screen for AddAB inhibitors; E. coli V3065 growth, OD600 absorbance, 18 h; inhibition, % at 11.9 µM; 330,000 compounds, 0.27% hits; AID 449728;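 active means inhibition above the campaign's mean inhibition across all tested compounds plus 3 SD, cut at about 9.9% in these data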;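 further: uninfected addAB+ strain grown without phage in ampicillin broth; 0% = DMSO wells and 100% = ciprofloxacin 0.95 µg/ml wells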
# DAGLB inhibitor = diacylglycerol lipase beta (human) inhibition | Q8NCG7 | HEK293T DAGLB membrane lysate, EnzChek fluorogenic substrate | inhibition, % at 5.17 µM | 340,000 compounds, 0.059% hits | AID 504411; in the data active means inhibition above about 34%;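 further: 0% = enzyme with vehicle and 100% = wells lacking enzyme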
# Target sequence (Q8NCG7 whole entry, looked up): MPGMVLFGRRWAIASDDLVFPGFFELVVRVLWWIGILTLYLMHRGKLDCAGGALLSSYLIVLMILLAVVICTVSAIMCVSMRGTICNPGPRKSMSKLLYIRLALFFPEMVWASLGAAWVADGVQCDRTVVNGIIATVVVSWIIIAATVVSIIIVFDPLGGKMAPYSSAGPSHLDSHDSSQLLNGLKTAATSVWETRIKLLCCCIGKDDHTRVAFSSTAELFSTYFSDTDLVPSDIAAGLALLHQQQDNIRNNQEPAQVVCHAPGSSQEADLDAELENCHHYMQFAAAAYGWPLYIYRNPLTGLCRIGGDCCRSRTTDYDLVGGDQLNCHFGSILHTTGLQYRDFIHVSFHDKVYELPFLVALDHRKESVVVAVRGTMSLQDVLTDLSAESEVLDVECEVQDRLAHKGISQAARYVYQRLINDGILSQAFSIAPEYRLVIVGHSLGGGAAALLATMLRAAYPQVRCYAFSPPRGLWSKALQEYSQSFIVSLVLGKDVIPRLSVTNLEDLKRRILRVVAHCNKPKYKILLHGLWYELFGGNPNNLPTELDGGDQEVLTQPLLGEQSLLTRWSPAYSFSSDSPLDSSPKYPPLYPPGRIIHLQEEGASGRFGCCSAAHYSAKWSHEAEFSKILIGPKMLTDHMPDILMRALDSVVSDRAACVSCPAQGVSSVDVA
# Active calls of the source: *; · = no result given.
1) Cc1c(NS(=O)(=O)c2ccc(Cl)c(C(=O)OCC(=O)NCc3ccco3)c2)c(=O)n(-c2ccccc2)n1C
2) COc1ccc(C(OCC(O)CNCCc2ccc(S(N)(=O)=O)cc2)c2ccc(OC)cc2)cc1 (stereo not drawn)
3) COc1ccc(S(=O)(=O)N(C)CC(=O)NCCC2=CCCCC2)cc1C
4) CC(=O)Nc1ccc(S(=O)(=O)N(C)CC(=O)Nc2ccccc2N2CCOCC2)cc1
5) O=C(Cn1cc(C(F)(F)F)cc(Cl)c1=O)NCCc1ccccc1
6) COc1cc(OC)c(C(=O)OCC(=O)NCCC2=CCCCC2)cc1OC
Compound	1	2	3	4	5	6
CDK5 inh	-1.1	-0.6	-2.2	3.0	-1.4	1.4
HTR5A inv ag	7	23	2	9	34	4
Tat export inh	-7	3	-4	-7	0	4
PKA-R2B activ	2	-11	6	4	-2	-12
PKA-R1A activ	1	-2	1	-2	5	-15
Mot1-301 SUMO	1	-12	-4	2	18	·
AddAB inh	0.7	-2.1	1.8	2.1	0.5	-2.8
phage Ecoli inh	1.9	0.7	2.9	-0.2	1.3	3.3
HTR5A ag	-3	-7	-1	-4	4	-2
Ecoli viability	-0.7	1.1	-0.1	0.3	1.0	-0.8
DAGLB inhibitor	-4	2	-5	1	0	-2

7) CCCCN(CC(=O)Nc1c(C)cccc1CC)C(=O)SCC
8) CNC(=O)N1c2ccccc2C=Cc2ccccc21
9) CN(C)c1ccc(P(=O)(Nc2cccc(C(F)(F)F)c2)N2CCOCC2)c(NC(=O)c2cccs2)c1 (stereo not drawn)
10) COc1cc2c(cc1OC)-c1cc(N3CCCc4ccccc43)nc(=O)n1CC2
11) Cc1ccc(S(=O)(=O)NC(=O)Nc2ccccc2F)cc1
12) Cc1c(C(=O)O)sc(S(=O)(=O)N2CCN(C(=O)Cc3ccccc3Cl)CC2)c1C(=O)O
Compound	7	8	9	10	11	12
CDK5 inh	-1.7	-1.0	-0.6	1.5	-2.6	-0.7
HTR5A inv ag	-19	4	-4	7	-37	20
Tat export inh	-7	12	2	2	3	-1
PKA-R2B activ	-4	-3	-1	-4	-2	-7
PKA-R1A activ	-3	-6	2	13	-13	-1
Mot1-301 SUMO	·	-20	160	-3	42	-16
AddAB inh	1.6	2.8	-1.9	1.6	4.5	4.2
phage Ecoli inh	·	4.2	2.1	-0.1	0.4	0.3
HTR5A ag	7	-1	1	-2	3	1
Ecoli viability	-0.2	0.0	0.3	0.7	1.7	0.3
DAGLB inhibitor	2	0	0	-3	1	1

13) Cc1cc(-c2n[nH]c(=S)n2Cc2ccco2)n(C)n1
14) O=C(Nc1ccccc1)N1CCC(C(=O)N2CCCC(C(F)(F)F)C2)CC1 (stereo not drawn)
15) O=C1NC(c2ccccc2)=C(c2nc3ccccc3s2)C(c2ccccc2)N1 (stereo not drawn)
16) CC(C)c1nc2n[nH]c(N)c2c2c1CSC(C)(C)C2
17) CSc1nc(N)nc2c1ncn2CC(=O)NCc1ccc2c(c1)OCO2
18) CCN(C(=S)Nc1ccc(C(C)=O)cc1)C1CCCCC1
Compound	13	14	15	16	17	18
CDK5 inh	0.6	-2.9	1.2	8.2	2.1	1.6
HTR5A inv ag	1	6	-19	-6	·	-1
Tat export inh	5	-4	-1	2	-10	2
PKA-R2B activ	5	12	-6	7	-1	-2
PKA-R1A activ	-13	-3	-5	8	-5	-16
Mot1-301 SUMO	-11	11	-30	-1	-25	10
AddAB inh	2.0	-0.1	1.3	3.8	2.2	-0.3
phage Ecoli inh	2.9	2.4	4.0	0.9	3.0	-1.2
HTR5A ag	2	-2	-7	2	·	1
Ecoli viability	-1.0	0.8	0.7	-2.3	-1.4	-1.2
DAGLB inhibitor	0	0	5	1	-3	5

19) CCOC(=O)CC(NC(=O)c1ccc(C)cc1)c1ccc(C)cc1 (stereo not drawn)
20) O=C1C(Cc2ccc(O)cc2)NC(=S)N1Cc1ccccc1 (stereo not drawn)
21) CCSc1nc(=O)n(-c2ccccc2)c(C)c1C(C)=S
22) CC1=C(C(N)=O)C(c2ccccc2)n2nc(-c3cccc(C)c3)nc2N1 (stereo not drawn)
23) Cc1ccc(C2C(C(=O)O)c3ccccc3C(=O)N2C)c(C)c1 (stereo not drawn)
24) CCCCNC(=O)CCn1c(=O)c2ccccc2n(Cc2cc(C)ccc2C)c1=O
Compound	19	20	21	22	23	24
CDK5 inh	0.5	-0.1	-0.6	1.2	-2.6	-1.2
HTR5A inv ag	16	-7	-10	4	-25	8
Tat export inh	4	-6	-4	-1	5	0
PKA-R2B activ	13	-5	-4	-5	-10	-3
PKA-R1A activ	3	0	-8	15	-10	-8
Mot1-301 SUMO	·	-2	84	-10	-18	-8
AddAB inh	1.5	4.6	1.7	2.1	4.0	3.4
phage Ecoli inh	0.8	2.1	3.2	2.6	2.6	3.8
HTR5A ag	2	2	-1	-1	1	4
Ecoli viability	-0.3	-1.9	-0.2	0.5	1.1	-1.6
DAGLB inhibitor	-4	3	2	-1	1	-2

25) Cc1ccc(-n2nc(C(=O)NCc3ccco3)c3c4ccccc4n(C)c3c2=O)cc1
26) CSc1nnc(Cn2c(=O)sc3ccccc32)n1-c1ccccc1
27) CCCN1CCN(C(=O)c2nn(-c3ccc(OC)cc3)c(=O)c3c2c2ccccc2n3C)CC1
28) CC(C)(C)C1CCC(OCC(O)CN2CCCC2)CC1 (stereo not drawn)
29) CN(CC(=O)Nc1ccc(F)cc1)c1ccc(S(=O)(=O)N2CCCC2)cn1
30) COc1ccc(N=Nc2ccc(O)c(P(=O)(c3ccccc3)c3ccccc3)c2)cc1
Compound	25	26	27	28	29	30
CDK5 inh	-1.7	3.0	-0.7	0.1	0.2	-0.4
HTR5A inv ag	9	6	-3	2	17	5
Tat export inh	-6	3	5	-7	-1	6
PKA-R2B activ	3	-3	-2	-4	1	2
PKA-R1A activ	7	-9	3	-9	-3	-3
Mot1-301 SUMO	207	-10	12	16	9	-15
AddAB inh	0.3	1.6	1.8	0.5	-1.9	-1.4
phage Ecoli inh	2.2	0.8	2.8	5.3	2.3	-1.2
HTR5A ag	-1	-2	1	-6	1	-2
Ecoli viability	0.0	-0.9	-0.6	-2.5	-0.3	1.0
DAGLB inhibitor	-1	2	-2	0	1	2

# Copied from the results shown (3 entries):
28) CC(C)(C)C1CCC(OCC(O)CN2CCCC2)CC1 (stereo not drawn)
29) CN(CC(=O)Nc1ccc(F)cc1)c1ccc(S(=O)(=O)N2CCCC2)cn1
30) COc1ccc(N=Nc2ccc(O)c(P(=O)(c3ccccc3)c3ccccc3)c2)cc1
Compound	28	29	30
CDK5 inh	0.1	0.2	-0.4
HTR5A inv ag	2	17	5
Tat export inh	-7	-1	6
PKA-R2B activ	-4	1	2
PKA-R1A activ	-9	-3	-3
Mot1-301 SUMO	16	9	-15
AddAB inh	0.5	-1.9	-1.4
phage Ecoli inh	5.3	2.3	-1.2
HTR5A ag	-6	1	-2
Ecoli viability	-2.5	-0.3	1.0
DAGLB inhibitor	0	1	2

# The list continues.
31) CCOC(=O)c1ccc(NC(=O)c2nc[nH]c2C(=O)N2CCc3ccccc3C2)cc1
32) Cn1cc(S(=O)(=O)NCc2ccc(Cl)cc2)c(=O)n(C)c1=O
33) O=C1CC(c2cccc(Cl)c2)CC(O)=C1C=Nc1ccccc1 (stereo not drawn)
34) COc1ccc(CN2CCNC(=O)C2CC(=O)NC2CC(C)(C)CC(C)(C)C2)cc1OC (stereo not drawn)
35) Cc1ccc(C(=C2C3C=CC2C2C(=O)NC(=O)C32)c2ccc(C)cc2)cc1 (stereo not drawn)
36) O=C(c1cnccn1)N(c1ccccc1)C1(C(=O)NC2CCCCC2)CCCCC1
Compound	31	32	33	34	35	36
CDK5 inh	0.6	0.5	0.5	0.0	0.1	-0.5
HTR5A inv ag	25	-14	-6	6	14	8
Tat export inh	2	-3	-3	6	-7	0
PKA-R2B activ	-12	4	-3	6	5	-2
PKA-R1A activ	4	-10	6	-5	-7	-12
Mot1-301 SUMO	371*	-4	-14	-17	17	104
AddAB inh	2.5	0.3	1.9	2.4	0.6	0.2
phage Ecoli inh	3.3	-2.2	3.2	2.4	·	3.5
HTR5A ag	4	5	1	-1	2	1
Ecoli viability	-1.0	1.9	1.5	-3.3	-1.6	-0.4
DAGLB inhibitor	1	1	-3	1	-1	-2

37) O=C(Nc1ccc(Cl)cc1)c1ccc(OC2CSC2)cc1
38) CN(C)c1ccc(NC(=S)c2ccccn2)cc1
39) O=C(CSc1nnc(-c2ccccn2)o1)Nc1ccccc1C(F)(F)F
40) Cc1ccc(C2CC(c3ccc(Br)cc3)=NN2C(=O)CSC2=NN3CCCC(=O)N=C3S2)cc1 (stereo not drawn)
41) COc1cccc(N2CCN(C(=O)c3ccc(-c4ccccc4)cc3)CC2)c1
42) CSc1nccc(-c2c(-c3ccc(Cl)cc3)noc2C)n1
Compound	37	38	39	40	41	42
CDK5 inh	0.6	5.4	0.8	0.2	-0.8	-1.7
HTR5A inv ag	17	15	-10	13	-14	-15
Tat export inh	-2	-4	-4	0	17	1
PKA-R2B activ	3	2	-5	4	2	0
PKA-R1A activ	1	4	11	-7	7	-4
Mot1-301 SUMO	0	25	-5	-3	290	7
AddAB inh	2.9	-2.6	4.9	2.4	2.5	1.9
phage Ecoli inh	3.3	1.1	1.2	2.1	1.5	3.2
HTR5A ag	0	-6	4	-4	4	6
Ecoli viability	-0.2	-3.5	-0.6	1.0	-1.3	-1.2
DAGLB inhibitor	4	17	-2	0	1	-10

43) CCn1c(SCC(=O)NNC(=O)c2ccccc2)nnc1-c1ccco1
44) CCO[C@H]1OC(C(=O)NCc2ccccc2)=C[C@@H](C(C)(C)C)[C@@H]1CCCO
45) CNC(=O)NC(=O)C(C)Oc1ccccc1F (stereo not drawn)
46) COCCCn1c(SCc2nnc(-c3ccc(OC)c(OC)c3)o2)nc2ccccc2c1=O
47) CCC(Sc1nc2ccccc2[nH]1)C(=O)Nc1ccc(NC(C)=O)cc1 (stereo not drawn)
48) O=c1[nH][nH]c(-c2ccccc2O)c1C(C[N+](=O)[O-])c1cccc(Cl)c1 (stereo not drawn)
49) Cc1ccc(/C=c2\sc3n(c2=O)CN(c2cccc(Br)c2)CN=3)o1
50) Cc1cc(C)c(C)c(S(=O)(=O)NCC(=O)NCC2CCCCC2)c1C
51) CCOC(=O)C1=C(CBr)NC(=O)NC1C (stereo not drawn)
Compound	43	44	45	46	47	48	49	50	51
CDK5 inh	-0.2	-1.2	-0.3	0.5	0.7	-3.4	-1.5	0.7	-1.1
HTR5A inv ag	-8	-22	15	-28	-12	7	2	8	1
Tat export inh	-6	1	6	-8	4	-3	-12	4	1
PKA-R2B activ	-4	-1	-4	-2	-9	2	-15	0	-9
PKA-R1A activ	9	-13	7	5	0	-1	0	-4	0
Mot1-301 SUMO	-9	3	1	-20	-9	52	·	-11	-9
AddAB inh	0.2	3.4	0.1	-2.0	-0.2	1.0	2.4	2.7	1.1
phage Ecoli inh	4.7	-0.2	1.9	-0.6	1.3	3.3	2.1	-0.5	2.2
HTR5A ag	3	0	-1	5	5	3	0	-3	0
Ecoli viability	-0.4	-1.4	-1.5	-0.6	1.6	-1.6	2.1	0.6	-0.5
DAGLB inhibitor	-2	1	-1	-3	-1	-1	0	-1	-1
